Bioassay records as filed in PubChem BioAssay.
Cycloheximide cs: counter-screen for Shiga toxin inhibitors: cycloheximide protein synthesis inhibition | cell reporter, cycloheximide protein synthesis inhibition counterscreen | 300,000 compounds, 12% hits | max response, %; in the data active = max response mostly above about 13%, no sharp cut-off; inactive = mostly below about 14%; note: read at 38.3 µM for the half of the compounds with a filed dose; 0% is about no effect
FBPA Giardia inh: Giardia lamblia aldolase inhibition | Potency, µM (highest dose often 59.6 µM), for the others: top-dose activity, negative = inhibition, usual class: inhibitors | A8B2U2 | 290,000 compounds, 0.71% hits | purified Giardia FBPA; note: potency is the fitted concentration of half-maximal effect; % is set by controls: 0 for no effect and ±100 for the full control effect; nearly all actives have a fitted effect of over 55% in size
Target sequence (A8B2U2 whole entry, looked up): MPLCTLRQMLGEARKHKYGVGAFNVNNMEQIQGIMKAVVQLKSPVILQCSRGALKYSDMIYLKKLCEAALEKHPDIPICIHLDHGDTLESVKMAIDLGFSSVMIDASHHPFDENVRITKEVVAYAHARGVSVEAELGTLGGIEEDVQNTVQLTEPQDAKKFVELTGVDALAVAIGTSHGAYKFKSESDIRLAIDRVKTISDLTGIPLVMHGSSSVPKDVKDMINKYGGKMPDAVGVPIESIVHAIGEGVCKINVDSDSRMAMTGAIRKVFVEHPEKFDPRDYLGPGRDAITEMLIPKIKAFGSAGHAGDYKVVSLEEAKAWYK
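Giardia FBPA (40 nM reagent) was preincubated 10 min at RT with compound (up to 57.5 uM final), then substrate plus GAPDH/TPI/NAD/arsenate coupling system with diaphorase/resazurin was added; resorufin fluorescence (525/598 nm) was read after 20 min.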
AMA1 RON2 block: AMA1-RON2 (P. falciparum) interaction inhibition | AlphaScreen AMA1-biotinylated RON2 peptide binding | Potency, µM (doses to about 58.2 µM), for the others: top-dose activity change, negative = inhibition, usual class: inhibitors | 360,000 compounds, 0.2% hits | AID 720542;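 note: potency is the fitted concentration of half-maximal effect; 0% = vehicle wells and -100% = peptide control; nearly all actives have a fitted effect of over 45% in size; some results filed as inactive show a strong effect at the top dose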
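AMA1 (3D7) with his tag at 25 nM final met compounds first, then biotinylated RON2 peptide at 25 nM; detection used donor plus acceptor beads, 10 µg/mL apiece, read by AlphaScreen after 30 min at room temperature.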
AmpC inh no detg: inhibitors of E. coli AmpC beta-lactamase without detergent; P00811; AmpC nitrocefin hydrolysis, absorbance 480 nm, 0.0001% Triton; Potency, µM (doses to about 57.1 µM), without a hit: top-dose activity change, negative = inhibition, hits mostly inhibitors; 330,000 compounds, 0.52% hits; AID 485341;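 note: potency is the fitted concentration of half-maximal effect; plate controls were no compound for no effect and no enzyme for full effect; nearly all actives have a fitted effect of over 20% in size; some results filed as inactive show a strong effect at the top dose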
Target sequence (P00811 whole entry, looked up): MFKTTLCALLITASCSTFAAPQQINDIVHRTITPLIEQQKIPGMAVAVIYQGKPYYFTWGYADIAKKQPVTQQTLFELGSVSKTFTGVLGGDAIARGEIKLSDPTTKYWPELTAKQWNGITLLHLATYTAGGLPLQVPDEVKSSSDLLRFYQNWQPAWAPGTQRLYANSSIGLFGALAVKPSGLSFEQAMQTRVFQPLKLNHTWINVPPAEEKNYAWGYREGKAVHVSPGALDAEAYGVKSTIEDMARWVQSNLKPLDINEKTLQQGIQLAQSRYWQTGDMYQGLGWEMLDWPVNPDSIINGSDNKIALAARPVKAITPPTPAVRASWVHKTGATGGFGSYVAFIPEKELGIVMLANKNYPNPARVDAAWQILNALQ
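20 mM phosphate pH 7.0 + 0.01% (detergent screen) or 0.0001% Triton X-100; 5.3 nM AmpC reagent; cpd preinc 15 min RT; nitrocefin (800 uM stock) to start; A480 q20 s × 4 min; Activity was normalised to no-enzyme and no-compound control wells.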
HCMV inh: human cytomegalovirus inhibition | activity change, negative = inhibition, % at 57.5 µM | 410,000 compounds, 4.5% hits | HFF cells, HCMV-luciferase reporter, 72 h; stronger effect = lower value; in the data active = activity change below about -60%; inconclusive = no clear call, values can overlap the other calls; inactive = above about -39%; note: % is set by controls: 0 for no effect and ±100 for the full control effect
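Two-dose cell screen: HFF monolayers treated with compounds and infected with luciferase-expressing HCMV at 1 PFU/cell, 72 h at 37C, then lysed for luciferase measurement.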
Shiga toxin inh: Shiga toxin inhibition; Vero cells, Shiga toxin protein synthesis inhibition reporter; inhibition, % at 38.7 µM; 290,000 compounds, 9.2% hits; AID 2315; in the data active = inhibition mostly above about 28%, no sharp cut-off; inactive = mostly below about 43%; note: 0% is about no effect
AmpC detergent: inhibitors of E. coli AmpC beta-lactamase with detergent; Potency, µM (series often up to 114 µM), for inactives: top-dose activity change, negative = inhibition, hits mostly inhibitors; P00811; AID 485294; AmpC hydrolysis of nitrocefin, absorbance 480 nm, 0.01% Triton; 370,000 compounds, 0.041% hits;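 note: potency is the fitted concentration of half-maximal effect; 0% = no-compound wells and -100% = no-enzyme wells; nearly all actives have a fitted effect of over 25% in size; some results filed as inactive show a strong effect at the top dose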
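AmpC (5.3 nM in the dispensed reagent) in 20 mM phosphate pH 7.0 with 0.01% (detergent screen) or 0.0001% Triton X-100 was preincubated with compounds for 15 min at room temperature. Nitrocefin was then added from an 800 uM solution, and hydrolysis was followed at 480 nm.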
Active calls of the source: *; ? = inconclusive; / = no result given; + = active, no number; & = joins results of further samples; [ ] = remark or other dose. Unless noted, calls come from the whole dose curve; as a rule, active = well fitted curve in the direction sought with a large enough effect; inconclusive = small, poorly fitted or top-dose-only effect, or another doubt; inactive = no such curve, though single readings can be large; an effect the other way counts as inactive or inconclusive.

mol	HCMV inh	AMA1 RON2 block	Cycloheximide cs	Shiga toxin inh	AmpC inh no detg	FBPA Giardia inh	AmpC detergent
Cc1nn(CC(=O)N2CCc3ccccc32)c(C)c1S(=O)(=O)NC(C)(C)C	29	9%	/	/	-3%	/	/
CC(C)CCNC(=O)C12CN(Cc3ccccc3)CC1C(c1ccc([N+](=O)[O-])cc1)=NO2 (stereo not drawn)	20	?	4	-3	-6%	20%	-4%
O=C(/C=C/c1ccco1)NC(=S)Nc1cccc(-c2nc3ccccc3o2)c1	-4	10%	9	5	-52%	1%	0%
COc1ccc(C2=NS(=O)(=O)N(C)C(C(=O)NCc3ccco3)=C2)cc1OC	-33	-4%	-4	9	0%	-11%	?
COc1ccccc1CN(C)C(=O)COC(=O)c1ccc(Cl)nc1	-16	-2%	/	/	-4%	/	/
CCCCNC(=O)C1(O)c2cc(Br)ccc2NC(=O)N1c1cccc(OC)c1 (stereo not drawn)	-30	-8%	-2	-6	-6%	12%	1%
CN1CCN(C(=S)NC(=O)c2ccc(Cl)cc2)CC1	-32	61%[activator]	2	1	-29%	?	-9%
COCC(C)n1c(SC(C)C(=O)NC2CCCCC2C)nc2ccccc2c1=O (stereo not drawn)	55	1%	-1	5	9%	/	-1%
Cc1c(C(=O)Nc2cccc([N+](=O)[O-])c2)sc2ncn(CC(=O)N3CCOCC3)c(=O)c12	?	0%	-8	-2	57%	1%	?
Cc1ccc(S(=O)(=O)CCC(=O)OCC(=O)NCCc2ccccc2)cc1	-12	6%	/	/	-7%	/	-7%
COc1ccc(NC(=O)COC(=O)CNC(=O)COc2ccccc2)cc1OC	-8	-6%	/	/	2%	/	-7%
O=C(O)c1cc(N(Cc2ccccc2O)Cc2ccccc2O)ccc1O	/	/	12	-2	/	?	/
COCC(=O)OCC(=O)N1N=C(c2ccc(Cl)cc2)CC1c1ccco1 (stereo not drawn)	16	-2%	4	-8	127%[activator]	0%	2%
COc1ccc(CNC(=O)C2CCN(S(=O)(=O)N3CCCC3)CC2)cc1	+	3%	-2	0	4%	/	1%
COc1ccc(-n2nc(C(=O)NCC(=O)Nc3cccc(Cl)c3)c3ccccc3c2=O)cc1OC	-25	-13%	8	-9	-20%	3%	-12%
CCOC(=O)Cc1nn2c(=O)cc(C)nc2s1	-23	-8%	-2	-11	-8%	-7%	1%
CCN1CCc2c(OCC(=O)N3CCc4ccccc43)cccc2C1=O	-17	/	18	-8	12%	-4%	-20%
Cc1ccc2c(CC(=O)N(CC3CCCO3)c3c(N)n(Cc4ccccc4)c(=O)[nH]c3=O)coc2c1 (stereo not drawn)	-28	27%	/	/	23%	/	-3%
O=[N+]([O-])/C=C/c1cn(Cc2ccc(F)cc2)c2ccccc12	?	-23%	1	-17	18µM*	-3%	?
O=C(O)C1=C(C(=O)Nc2cc(C(F)(F)F)ccc2Cl)CCCC1	?	6%	3	22	-12%	3%	-3%
CC1CN(C(=O)c2cccc(S(=O)(=O)N3CCN(c4ccccc4)CC3)c2)CC(C)O1 (stereo not drawn)	-33	11%	/	/	181%[activator]	/	6%
CCOC(=O)N1CCN(CC(=O)Nc2nc3ccccc3s2)CC1	-2	4%	-2	/	-5%	?	-5%
C=CCN(c1ccc(OC)cc1)S(=O)(=O)c1ccc(Cl)c(C(=O)OCC(=O)NC2CC2)c1	15	-8%	-2	-4	-13%	3%	-1%
Clc1ccc(CSc2nnc(/C=C/c3ccccc3)o2)c(Cl)c1	-21	14%	-1	2	?	0%	-2%

Taken from above:
`C=CCN(c1ccc(OC)cc1)S(=O)(=O)c1ccc(Cl)c(C(=O)OCC(=O)NC2CC2)c1` – Shiga toxin inh = -4
`CCN1CCc2c(OCC(=O)N3CCc4ccccc43)cccc2C1=O` – HCMV inh = -17

Following part.
mol	HCMV inh	AMA1 RON2 block	Cycloheximide cs	Shiga toxin inh	AmpC inh no detg	FBPA Giardia inh	AmpC detergent
CC(C)C[C@@]12C(=O)N(c3cccc(F)c3)C(=O)N1[C@H](c1ccc(Br)cc1)[C@@H]1C(=O)N(C(C)(C)C)C(=O)[C@@H]12	-6	0%	/	/	10%	/	-12%
C=CCNC(=O)c1n[nH]c2c1CC(C(C)(C)CC)CC2 (stereo not drawn)	-36	-1%	/	/	-3%	/	-7%
CC(C)N1CCC(N2CCN(Cc3ccc(Oc4ncccn4)cc3)CC2CCO)CC1 (stereo not drawn)	12	5%	10	6	-19%	16%	-7%
Cc1cc(C(=O)N/N=C/c2ccc(O)c(O)c2O)c(C)n1-c1ccccc1	?	27%	54*	73*	-52%	16µM*	2%
Cc1cc(Oc2cc(NN3CCCCC3)c([N+](=O)[O-])cc2[N+](=O)[O-])ccc1[N+](=O)[O-]	-2	?	-4	0	-46%	-12%	1%
Cc1cc([N+](=O)[O-])nn1Cc1ccc(C(=O)N/N=C/c2ccccc2)cc1	-39	-6%	-3	12	-27%	0%	-11%
CCCC(NS(=O)(=O)c1ccc(Br)cc1)C(=O)O (stereo not drawn)	56	-14%	-3	25	-3%	11%	-14%
C/C(=N/NS(=O)(=O)c1ccccc1)c1c[nH]c2ccccc12	/	-2%	3	-11	-7%	-20%	?
Cc1ccc(-c2nc3cccnc3s2)cc1NC(=O)C1c2ccccc2Oc2ccccc21	-29	-7%	30*	29	-2%	4%	-20%
CCc1nccn1CCC(=O)NC1CC(C)(C)Cc2c1cnn2-c1ccc(C)cc1 (stereo not drawn)	11	-8%	-3	-7	106%[activator]	/	-1%
COc1ccc(CN=C2Nc3ccccc3CS2)cc1	52	-7%	30*	60	-30%	5%	-9%
CCN(CC)C(c1ccc(F)cc1)c1nnnn1C1CCCCC1 (stereo not drawn)	-11	-7%	2	28	-16%	-8%	-12%
ON=C1/C(=N\O)CC2(C/C1=N/O)OCCO2	-24	-43%	5	19	-10%	-28%	-9%
COc1ccc(NC2CCCN(C(=O)CCCn3cncn3)C2)cc1OC (stereo not drawn)	-14	-4%	-4	1	1%	?	5%
CN1Cc2c(N3CCOCC3)nc(SCCC#N)c(C#N)c2CC1(C)C	4	17%	0	-8	1%	-20%	3%
CC(C)NC(=S)Nc1ccc2cn[nH]c2c1	-31	0%	-1	27	-27%	-21%	-4%
Cc1ccc(C)c(NC(=O)c2cc3ccccc3o2)c1	89	7%	51*	75*	-32%	-1%	3%
CC(C)N(C=O)C1(C(=O)NC2CCCCC2)CCCCC1	-10	3%	-4	-5	-18%	2%	-16%
CCN(CC)CCN1C(=O)c2ccccc2NC1c1ccc(C)cc1 (stereo not drawn)	-9	1%	1	-7	-15%	-1%	-1%
COc1cc(-n2c(=O)c3ccccc3n(Cc3cccc(F)c3)c2=O)cc(OC)c1OC	-1	-6%	-5	25	3%	-2%	1%
CCOC(=O)N1CCN(C(=O)c2cc3c(-c4cccc(OC)c4)nn(C)c3s2)CC1	9	-1%	0	45	125%[activator]	6%	0%
CCOc1cccc(CN2CCN(CCCc3ccccc3)C(CCO)C2)c1O (stereo not drawn)	31	8%	2	-7	40%	-14%	-6%
CC(C)(C)c1ccc(C(=O)NC(=O)CSc2n[nH]c(N)n2)cc1	-7	25%	/	/	-22%	/	0%
CCCCN(Cc1cc2cc(C)ccc2[nH]c1=O)C(=O)c1ccccn1	-22	-1%	-3	15	-8%	-13%	1%
O=C(Nc1nc(=O)n(C(=O)c2cccc(C(F)(F)F)c2)s1)c1ccccc1	-12	-7%	-1	-2	-4%	-5%	?
O=S(=O)(NCc1ccccc1)c1cccc2cccnc12	-12	3%	-3	-4	-17%	-30%	-4%
Cc1nc2ccc(NC(=O)/C=C/C(=O)O)cc2nc1C	3	15%	25	45	-8%	?	-4%
C/C(CCc1ccco1)=N/NC(=O)CCC(=O)Nc1cccc(Cl)c1	-30	12%	9	-13	-21%	-1%	-11%
Cc1nc(NC(=O)c2cccs2)ccc1Br	58	1%	54*	106*	-6%[2.29 µM]	0%	-12%
Cc1ccc(N2CC(C(=O)NC3CCSC3=O)CC2=O)cc1 (stereo not drawn)	26	-6%	-3	-14	-21%	-5%	-14%
O=[N+]([O-])c1cnn(-c2nc(-c3cccs3)cc(C(F)(F)F)n2)c1	-99*	-9%	-6	-9	46%	6%	-19%
CC(=O)N1CC(=O)Nc2ccc(F)cc2C1c1ccccc1 (stereo not drawn)	17&10	17%	-3	-3	-4%	5%	-2%&-9%
Cn1c(SCC(=O)Nc2ccccc2O)nnc1-c1ccco1	-9	22%	9	6	-10%	/	-8%
COC(=O)[C@H](Cc1ccccc1)NC(=O)Cn1cnc(C(=O)Nc2ccc(C)c(C)c2)n1	13	-1%	/	/	42%	/	/
Cc1ccc(C)c(NC(=S)N(Cc2ccc(Cl)cc2)Cc2ccc(C(=O)O)cc2)c1	-17	7%	-1	-14	-25%	-6%	5%
C[C@@H]1CN([C@@H](C)CO)C(=O)c2cc(NC(=O)CCC(F)(F)F)ccc2O[C@H]1CN(C)Cc1ccc(Cl)c(Cl)c1	-16	0%	/	/	283%[activator]	/	/

Record cards, from the list above. Screens in order: HCMV inh | AMA1 RON2 block | Cycloheximide cs | Shiga toxin inh | AmpC inh no detg | FBPA Giardia inh | AmpC detergent
O=[N+]([O-])c1cnn(-c2nc(-c3cccs3)cc(C(F)(F)F)n2)c1 reads -99* | -9% | -6 | -9 | 46% | 6% | -19%
O=S(=O)(NCc1ccccc1)c1cccc2cccnc12 reads -12 | 3% | -3 | -4 | -17% | -30% | -4%
C[C@@H]1CN([C@@H](C)CO)C(=O)c2cc(NC(=O)CCC(F)(F)F)ccc2O[C@H]1CN(C)Cc1ccc(Cl)c(Cl)c1 reads -16 | 0% | / | / | 283%[activator] | / | /

The list continues.
mol	HCMV inh	AMA1 RON2 block	Cycloheximide cs	Shiga toxin inh	AmpC inh no detg	FBPA Giardia inh	AmpC detergent
CSc1ccccc1OCc1cc(C(=O)NCCCc2ccccc2)no1	?	6%	6	33	-25%	-1%	-15%
CCOc1ccccc1C(=O)NCC(=O)NCC1CCCCC1	-20	-3%	-3	-3	-3%	4%	-8%
O=C(Nc1cc(Cl)ccc1Cl)Nn1cnnc1	-12	-8%	-3	-11	-30%	-6%	?
CN1CCN(C(=O)CCNC(=O)Cn2cnc3ccccc3c2=O)CC1	?	-1%	-4	-1	-5%	8%	-9%
C=CCN1CC2(c3ccccc3)CN(CC=C)CC(c3ccccc3)(C1)C2=O	-15	-25%	1	11	-8%	3%	3%
C=CCn1c(C)cc(C(=O)CN2NS(=O)(=O)c3ccccc3C2=O)c1C	-74*	-16%	33*	87*	-24%	-1%	0%
CCCCC(=O)N/N=C/c1ccc(Sc2cccc3cccnc23)o1	73	-2%	39*	31	-19%	?	-4%
O=C(O)c1cccc2c1C(=O)c1ccccc1-2	35	0%	-2	6	-20%	-18%	3%
CC(C)N(Cc1nc(-c2ccc(Cl)cc2)no1)C(=O)C12CC3CC(CC(C3)C1)C2	-1	8%	-3	-2	-13%	0%	-7%
